# NR2F2 inh: NR2F2 transcriptional activity inhibitors, primary screen, cell-based, luciferase reporter, HEK293T, luminescence; HEK293T NGFI-A luciferase reporter; COUP transcription factor 2 (Homo sapiens), P24468; 370,000 compounds, 0.7% hits; inhibition, % at 8.6 µM;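 active = inhibition above a per-plate cutoff, mean inhibition of test wells between control levels plus 3 SD, cut at about 38% in these data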;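 also: cells cotransfected with COUP-TFII expression vector driving the NGFI-A reporter; 0% = median of COUP-TF2 test wells and 100% = reporter-only cells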
# TLR9-MyD88 inh: inhibitors of TLR9-MyD88 association in cells, primary screen, cell-based, CHO, BLA complementation, fluorescence; Toll-like receptor 9 (Homo sapiens) + Myeloid differentiation primary response protein …; CCF4 FRET ratio; inhibition, % at 4.98 µM; 340,000 compounds, 0.21% hits;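 active = inhibition above the mean over all tested compounds plus 3 SD, cut at about 21% in these data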;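 also: 0% = DMSO only wells and 100% = clavulanate BLA inhibitor control wells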
# SRC3 inh: SRC3 coactivator transcriptional activity inhibitors, primary screen, cell-based, luminescence; Nuclear receptor coactivator 3 (Homo sapiens), Q9Y6Q9; HEK293 GAL4-SRC3 luciferase reporter; inhibition, % at 3.6 µM; 360,000 compounds, 0.17% hits;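 active = inhibition above a per-campaign cutoff, the mean of all compounds plus 3 SD, cut at about 60% in these data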;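 also: 0% = DMSO-treated cells and 100% = gossypol-treated cells at 36 µM; higher means less SRC3-driven luciferase light from the GAL4 reporter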
# MC4R barr agon: MC4R agonists recruiting beta-arrestin, primary screen, cell-based, luminescence, agonist arm of biased-ligand search. Melanocortin receptor 4 (Homo sapiens), P32245. U2OS MC4R beta-arrestin complementation; percent of melanotan II response, DMSO zero. activation, % at 8.9 µM. 360,000 compounds, 0.98% hits. AID 540308, 2011;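 active = activation above a per-plate cutoff, the mean activation of sample wells on that plate plus 3 SD, cut at about 8% in these data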
# NOD2-RIPK2 inh: NOD2-RIPK2 binding disruptors in cells, primary screen, fluorescence, CHO cells, BLA complementation; Receptor-interacting serine/threonine-protein kinase 2 (Homo sapiens), O43353; CCF4 ratio; inhibition, % at 4.98 µM; 360,000 compounds, 0.38% hits; AID 624267, 2012; in the data active = inhibition above about 21%;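 also: 0% = vehicle only and 100% = reference blocker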
# LMP1 NFkB inh: EBV LMP1-driven NF-kappaB luciferase reporter inhibitors, primary screen, cell-based, luminescence, single point | LMP1-induced NF-kappaB luciferase reporter cells | inhibition, % at 12.5 µM | 350,000 compounds, 0.69% hits; in the data active = inhibition above about 41%;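 also: 0% = neutral control wells and 100% = reference inhibitor control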
# ABHD5 PLIN5 PPI: ABHD5-PLIN5 interaction inhibitors, primary screen, cell lysate, split luciferase complementation, luminescence; inhibition, % at 4 µM; Split G. princeps luciferase complementation, 4 h; AID 602281, 2012; 360,000 compounds, 0.78% hits;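 active = inhibition above the mean inhibition across every tested compound plus 3 SD, cut at about 22% in these data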;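 also: 0% = DMSO only wells and the 100% control is not disclosed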
# Target sequence (Q00G26 whole entry, looked up): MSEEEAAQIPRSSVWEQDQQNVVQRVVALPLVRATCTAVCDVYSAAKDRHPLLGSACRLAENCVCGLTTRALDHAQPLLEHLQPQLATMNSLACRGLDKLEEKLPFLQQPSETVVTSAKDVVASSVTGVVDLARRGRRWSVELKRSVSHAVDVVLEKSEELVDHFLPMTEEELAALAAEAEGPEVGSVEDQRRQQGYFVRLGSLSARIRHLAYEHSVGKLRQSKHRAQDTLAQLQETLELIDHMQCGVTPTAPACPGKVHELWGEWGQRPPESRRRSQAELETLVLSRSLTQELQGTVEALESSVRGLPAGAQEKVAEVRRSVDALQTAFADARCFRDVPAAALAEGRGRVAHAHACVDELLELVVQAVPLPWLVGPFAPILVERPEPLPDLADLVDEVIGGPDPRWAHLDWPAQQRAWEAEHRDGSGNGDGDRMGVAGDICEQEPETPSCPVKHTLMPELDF
# Target sequence (Q8WTS1 whole entry, looked up): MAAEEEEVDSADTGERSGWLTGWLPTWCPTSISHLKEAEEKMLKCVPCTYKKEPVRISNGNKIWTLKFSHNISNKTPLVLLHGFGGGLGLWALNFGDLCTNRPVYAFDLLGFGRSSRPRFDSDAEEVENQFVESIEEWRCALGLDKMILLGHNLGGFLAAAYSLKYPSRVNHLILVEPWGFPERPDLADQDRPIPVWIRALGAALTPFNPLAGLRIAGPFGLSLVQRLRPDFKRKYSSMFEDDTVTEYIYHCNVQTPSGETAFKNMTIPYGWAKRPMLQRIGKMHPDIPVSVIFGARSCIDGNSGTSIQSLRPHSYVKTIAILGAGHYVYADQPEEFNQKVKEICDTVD
# NR5A2 inv ag: LRH-1 (NR5A2) inverse agonists, primary screen, cell-based, luminescence, HEK293T, StAR-luciferase reporter | Nuclear receptor subfamily 5 group A member 2 (Homo sapiens), O00482 | LRH-1 transfected, 24 h | inhibition, % at 3.6 µM | 360,000 compounds, 0.13% hits;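 active = inhibition above the mean inhibition of all tested compounds plus 3 SD, cut at about 73% in these data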;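 also: 0% = DMSO wells and 100% = reporter-only cells lacking LRH-1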
# MC4R antag cAMP: MC4R antagonists of cAMP signaling, primary screen, cell-based, TR-FRET, antagonist arm of biased-ligand search; inhibition, % at 6.5 µM; 360,000 compounds, 0.48% hits; Melanocortin receptor 4 (Homo sapiens), P32245; MC4R-expressing cells, MTII-stimulated cAMP, LANCE TR-FRET;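 active = inhibition above its plate's cutoff, the mean of tested wells on that plate plus 3 SD, cut at about 29% in these data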;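 also: 0% = Melanotan II alone and 100% = Melanotan II plus saturating MCL0020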
#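 Material – human MC4R-expressing U2OS cells · Repeats – no replicates · Detection – TR-FRET with Eu-cAMP and labeled anti-cAMP, 671 nm · Times – compound 30 min, challenge 1 h, detection 1 h · Compound – single nominal compound dose of 6.5 µM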
# SRC2 inh: inhibition of GAL4-SRC2 driven luciferase reporter, primary screen, SRC2 inhibitor project, cell-based, luminescence; Nuclear receptor coactivator 2 (Homo sapiens), Q15596; HEK293 GAL4-SRC2 luciferase reporter; inhibition, % at 9 µM; 370,000 compounds, 0.17% hits;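 active = inhibition above the mean inhibition of all tested compounds plus 3 SD, set per campaign, cut at about 52% in these data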;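 also: 0% = DMSO treated cells and 100% = cells given Gossypol at 36 µM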
# SRC1 inh: SRC1 coactivator transcriptional activity inhibitors, primary screen, cell-based, luminescence; HEK293 GAL4-SRC1 luciferase reporter; inhibition, % at 3.6 µM; 360,000 compounds, 0.12% hits; AID 588354, 2011;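 active = inhibition above the campaign mean plus 3 SD, with each screening campaign given its own cutoff, cut at about 60% in these data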;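 also: 0% = DMSO treated cells and 100% = gossypol at 36 µM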
# Active calls of the source: *; . = not tested or not shown. Some of the compounds tested. The share of hits here may be higher or lower than overall.
NR2F2 inh	TLR9-MyD88 inh	SRC3 inh	MC4R barr agon	NOD2-RIPK2 inh	LMP1 NFkB inh	ABHD5 PLIN5 PPI	smiles	NR5A2 inv ag	MC4R antag cAMP	SRC2 inh	SRC1 inh
2.0	9.7	10.6	-1.0	-0.6	4.1	0.1	CCCc1c(O)nc(SCC(=O)NCCc2ccc(OC)c(OC)c2)[nH]c1=O	38.5	3.2	14.4	4.8
2.7	-3.0	3.3	1.6	-4.8	-6.8	-5.9	CCc1nc(Nc2ccccc2)c2oc3ccccc3c2n1	11.8	-1.7	-8.4	-8.5
4.6	6.3	-1.0	6.6	3.1	-2.5	-3.7	COc1ccc(NC(=O)c2cc(-c3ccc4c(c3)OCO4)on2)cc1OC	-1.4	-3.0	7.0	-18.0
9.4	-2.6	-8.2	1.1	-0.4	-13.4	-10.8	COc1cccc(-c2csc(N3CCN(Cc4ccccc4)CC3)n2)c1	13.7	-0.1	-0.2	-12.2
13.2	0.0	7.3	-1.8	-6.2	13.2	-4.8	COc1ccc(NC(=O)CN(C)C(=O)Cc2c(C)nc3ccccc3c2C)cc1	9.2	0.4	23.9	7.0
5.1	6.2	19.6	-2.4	9.1	-7.1	0.8	CNC(=O)/C=C1\NC(C)(C)Cc2ccccc21	-3.1	7.1	6.8	-21.0
19.4	-1.2	16.5	2.8	0.9	4.8	1.7	C=CCC[C@@H](Cc1ccc(F)cc1)C(=O)OC[C@@H](NC(=O)[C@@H](CC=C)CC(=O)N(CCO)Cc1ccccc1)c1ccccc1	25.4	15.3	1.0	-18.3
.	-8.6	-53.1	6.2	-12.5	-12.7	-9.1	Cc1cc2nc(-c3ccc(SCC(=O)N4CCc5ccccc54)nc3)[nH]c2cc1C	-20.8	10.4	.	-69.5
-25.5	-0.4	-22.6	-0.2	-0.8	-30.0	0.4	COC(=O)C(Cc1ccc(OC(=O)c2ccc(Cl)cc2)cc1)N1Cc2ccccc2C1=O (configuration not stated)	-42.6	-0.1	-90.4	-61.0
-5.5	-0.3	-23.7	-3.8	3.8	-16.1	-7.2	Cc1cc(OCC(=O)N2CCN(c3ncccn3)CC2)ccc1Cl	-2.6	0.6	-7.3	12.7
-30.9	17.4	-68.6	1.8	-0.1	-5.5	-9.8	CCOc1ccc2nc(NC(=O)c3ccc(C)o3)sc2c1	-149.8	-3.3	-71.5	-82.2
2.9	-1.2	0.9	-2.4	-6.4	-0.5	-4.4	N#CCCN(C(=O)COC(=O)c1cccc(S(=O)(=O)N2CCCC2)c1)c1ccc(F)cc1	10.3	10.6	0.9	-5.5
-3.9	-3.1	-1.9	2.1	-0.4	4.3	3.9	Cc1cc(=O)oc2cc(OCc3nnc(-c4ccccc4Br)o3)ccc12	8.5	12.0	-2.8	2.5
16.4	-3.5	1.9	-0.3	10.8	-4.3	7.8	COC(=O)c1cc(N2C(=O)C3C4C=CC(CC4)C3C2=O)ccc1Cl (configuration not stated)	2.4	-2.7	-21.2	-20.6
-1.9	7.7	4.6	0.8	5.5	11.8	-6.9	Cc1ccc(NC(=S)/N=C(\N)Nc2nc(C)c3cc(C)c(C)cc3n2)cc1C	-4.3	4.5	-3.9	-4.1

# Structural class, those above with a furan ring, fused or not (two)
NR2F2 inh	TLR9-MyD88 inh	SRC3 inh	MC4R barr agon	NOD2-RIPK2 inh	LMP1 NFkB inh	ABHD5 PLIN5 PPI	smiles	NR5A2 inv ag	MC4R antag cAMP	SRC2 inh	SRC1 inh
2.7	-3.0	3.3	1.6	-4.8	-6.8	-5.9	CCc1nc(Nc2ccccc2)c2oc3ccccc3c2n1	11.8	-1.7	-8.4	-8.5
-30.9	17.4	-68.6	1.8	-0.1	-5.5	-9.8	CCOc1ccc2nc(NC(=O)c3ccc(C)o3)sc2c1	-149.8	-3.3	-71.5	-82.2

# Following part
NR2F2 inh	TLR9-MyD88 inh	SRC3 inh	MC4R barr agon	NOD2-RIPK2 inh	LMP1 NFkB inh	ABHD5 PLIN5 PPI	smiles	NR5A2 inv ag	MC4R antag cAMP	SRC2 inh	SRC1 inh
-12.1	.	1.8	-0.4	-8.0	.	-6.4	CC1(C)ON=C(c2cccc(F)c2)NC1=O	-2.6	13.3	-19.2	-11.5
-16.1	4.5	-2.9	-3.1	-0.3	-4.0	-2.8	CCOC(=O)C1CCN(C(=O)COc2ccc3c(C)cc(=O)oc3c2)CC1	11.5	0.9	4.3	-5.5
-37.6	.	-55.8	-1.2	-0.3	.	-1.5	Nn1c(SCc2ccccc2F)nnc1-c1ccccn1	-102.0	14.3	-62.3	-69.1
.	18.6	-48.5	-0.2	81.5*	4.7	83.8*	COc1ccc(C(C[N+](=O)[O-])C2(c3ccc(OC)c(OC)c3)C(=O)c3ccccc3C2=O)cc1 (configuration not stated)	-41.5	-8.1	.	-65.5
-1.1	-5.4	4.4	-0.9	-7.2	-0.4	-1.0	O=c1[nH]c(Cc2ccccc2Cl)nc2ccccc12	4.7	-3.1	-9.5	-0.8
9.4	5.2	13.9	-0.6	8.6	-4.8	3.5	Cc1c[n+]([O-])n(-c2ccc(C(=O)O)cc2)n1	5.3	-0.8	14.8	2.3
-0.2	1.6	20.3	1.5	-9.9	1.7	-1.6	N/C(=N\NS(=O)(=O)c1ccccc1)c1ccccn1	-15.3	1.6	-32.5	-1.1
-15.2	2.9	8.3	-2.3	5.6	16.8	-14.0	O=C1CC(c2ccccc2)CC(O)=C1C=NCc1ccccc1Cl (configuration not stated)	29.5	-19.6	5.8	-4.5
23.3	-5.3	9.3	1.4	1.0	4.9	-1.6	CC1(C)CC(=O)c2cc(OCC(=O)NCCCN3CCN(c4ccc(F)cc4)CC3)ccc2O1	2.0	0.9	-10.3	-15.7
-13.6	-9.6	-15.3	-1.1	-0.2	-4.2	10.0	O=c1c(Cl)c(NCCO)ncn1-c1ccccc1	9.8	12.3	11.4	-12.3
17.4	1.0	-3.0	-2.6	-0.6	-7.0	4.0	CC(=O)NC(NC(=S)Nc1ccccc1Br)C(Cl)(Cl)Cl (configuration not stated)	-1.1	13.5	10.2	9.8
2.3	-11.4	-6.2	-2.1	-2.7	-29.3	1.3	COc1ccc(N2CCN(CC(=O)Nc3cc(C)on3)CC2)cc1	14.8	-5.4	-4.3	-23.8
-15.2	-9.7	7.5	0.0	-4.5	6.0	1.4	O=C(O)C(c1ccccc1)C1(O)CCCCC1 (configuration not stated)	-9.4	19.6	-16.0	-11.0
-11.3	-7.5	-26.1	1.2	1.9	-4.0	3.3	COC1c2ccccc2C(=O)N1CCc1ccc(Cl)cc1 (configuration not stated)	-7.8	9.2	-5.5	-22.4
-1.3	-2.7	3.5	0.0	1.3	-6.1	-2.1	CCC(C(=O)OC)n1c(-c2ccccc2)nc2ccccc2c1=O (configuration not stated)	0.8	5.1	20.6	-29.2
5.7	4.7	14.5	4.7	3.2	3.6	4.5	COc1ccc(Cl)cc1NC(=O)c1cc(S(=O)(=O)N2CCCC2)cn1C	13.7	5.1	-7.9	20.1
1.0	-3.8	7.5	-2.6	-7.7	0.3	-1.2	Cc1ccc(NC(=O)Cn2nnc(C(=O)NCc3cccs3)c2N)cc1	-4.7	9.2	7.4	-10.2
-8.4	0.8	-1.1	1.0	-1.3	-17.2	-0.6	Cc1ccc(-c2nn(C)c(=O)c3ccccc23)cc1CO	-7.9	-3.0	-21.8	8.0
9.7	-6.4	-16.8	2.3	-5.6	5.7	6.9	Cc1csc(NC(=O)c2ccc(C)c(S(=O)(=O)N3CCCCC3)c2)n1	-21.0	14.4	20.5	1.5
-40.5	-4.0	-56.8	-1.6	1.9	-7.7	-2.3	O=C(NCC1CC1)Nc1ccc(Cl)cc1	-59.0	9.8	-34.3	-143.0
8.6	0.3	6.5	1.4	-10.4	4.1	7.1	COC(=O)C(NC(=O)c1ccco1)(Nc1nc(C2CC2)cs1)C(F)(F)F (configuration not stated)	7.1	-5.5	13.7	-0.5
-20.6	10.9	-34.1	-1.4	-5.2	-16.6	-3.9	COc1ccc(N2C(=S)NC3N2C(=S)NC3(C)c2ccccc2)cc1 (configuration not stated)	-34.1	4.8	-30.7	-43.4
8.4	-7.0	-22.9	-2.1	-10.0	-12.9	0.1	CCOC(=O)c1cnc2c(ccc3ccccc32)c1Cl	-15.0	-1.0	-35.6	-34.6
9.1	-1.6	14.3	-4.2	-3.8	15.3	-4.8	CCC(=O)N1c2ccc(S(=O)(=O)N3CCN(c4ccc([N+](=O)[O-])cc4)CC3)cc2CC1C (configuration not stated)	11.6	9.7	7.9	11.8
-59.8	2.5	-49.4	2.9	-6.9	-17.9	5.7	CC(=O)c1c(C)[nH]c(C(=O)Nc2ccc(Cl)c(S(=O)(=O)N(C)C)c2)c1C	-56.7	15.8	-51.1	-75.0
15.2	-0.5	8.9	0.9	0.3	0.1	-4.3	Cc1nn(C(C)C(=O)Nc2sc3c(c2C#N)CCCC3)c(C)c1[N+](=O)[O-] (configuration not stated)	-6.2	1.9	12.4	-1.3
0.7	3.3	6.1	0.1	8.5	4.8	-0.1	O=C(CN1CCC(O)(c2cccc(C(F)(F)F)c2)CC1)NCCc1ccccc1	24.2	8.2	16.8	9.5
-9.0	-4.2	10.2	-1.5	-6.1	8.7	0.0	CCCn1c2ccccc2c2nnc(SC(CC)C(=O)Nc3sc4c(c3C#N)CCCC4)nc21 (configuration not stated)	21.7	-32.9	-28.1	-1.8
5.8	-1.8	4.8	3.7	1.2	-2.7	2.3	COc1ccc(OC2CCN(S(=O)(=O)c3ccccc3)CC2)cc1	3.0	13.5	-15.1	-7.7
9.0	7.3	8.8	-0.7	0.6	2.7	-16.1	CCCCNC(=S)N/N=C/C1=CCC2CC1C2(C)C (configuration not stated)	8.9	5.7	-12.9	7.6
-7.5	1.6	2.9	0.0	1.2	-3.8	1.3	Fc1ccc(/C=N/N2CCOCC2)c(F)c1	5.9	-1.9	2.6	9.4
5.1	-10.2	-0.5	-1.2	-4.2	-6.7	-3.8	Cc1ccc(C)c(S(=O)(=O)Nc2ccc(O)cc2)c1	-2.3	0.6	-20.6	0.5
1.1	-13.7	9.2	-0.7	-5.9	-3.8	-0.6	N#C/C(=C\c1ccccc1[N+](=O)[O-])C(=O)Nc1ccc(S(N)(=O)=O)cc1	-1.5	14.1	14.4	13.9

# From PubChem
